TrxR1 substrate = substrates of rat thioredoxin reductase 1 | O89049 | Potency, µM (doses to about 114 µM), inactives show at the top dose activity change, negative = substrate turnover | 390,000 compounds, 0.01% hits | purified TrxR1 substrate turnover, NADPH consumption readout; further: on the % scale 0 is the no-effect control and ±100 the full control effect; nearly all actives have a fitted effect of over 50% in size
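Rat TrxR1, dispensed at 90 nM, was prereduced with 400 uM NADPH (final) for 5 min at ~22 deg C, then incubated with compound 15 min before 400 uM selenite. A first-read NADPH fluorescence drop versus no-compound background flagged substrates.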
RXFP1 ag = agonists of human relaxin receptor RXFP1 | HEK293T-RXFP1 cAMP TR-FRET, 30 min; response scale: percent of porcine relaxin response, buffer zero | AID 2676 | Q9HBX9 | Potency, µM (series often up to 57.5 µM), for the others: top-dose activation, hits mostly activators | 370,000 compounds, 0.3% hits; further: on the % scale 0 is the no-effect control and ±100 the full control effect; nearly all actives have a fitted effect of over 60% in size; many of its hits are not listed in these tables
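HEK293 cells stably expressing RXFP1, treated 30 min at 37C with compounds plus PDE4 inhibitor Ro 20174; cAMP measured by HTRF TR-FRET. Normalized to buffer and 29 nM porcine relaxin; EC50 by Hill fit.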
ALOX12 inh = inhibitors of human 12S-lipoxygenase ALOX12; 580,000 compounds, 1.1% hits; AID 1671190; Potency, µM (doses to about 108 µM), for the others: top-dose activity change, negative = inhibition, usual class: inhibitors; purified 12hLO, xylenol orange hydroperoxide absorbance; further: on the % scale 0 is the no-effect control and ±100 the full control effect
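Purified human 12hLO (150 nM final) in 25 mM Hepes, 0.01% Triton X-100, pH 7.0 was preincubated 15 min at room temperature with compound. Then 40 uM arachidonic acid was added, 30 min. Hydroperoxide was read by Fe-XO absorbance ratio 573/405 nm.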
RGS4 inh = human RGS4 inhibition | Potency, µM (doses to about 114 µM), without a hit: at the top dose activity change, negative = inhibition, actives largely listed as inhibitors | AID 504845 | 390,000 compounds, 0.039% hits | Transcreener GDP fluorescence polarization, RGS4-accelerated GTP hydrolysis | P49798; further: on the % scale 0 is the no-effect control and ±100 the full control effect; nearly all actives have a fitted effect of over 75% in size; some results filed as inactive show a strong effect at the top dose
Target sequence (P49798 whole entry, looked up): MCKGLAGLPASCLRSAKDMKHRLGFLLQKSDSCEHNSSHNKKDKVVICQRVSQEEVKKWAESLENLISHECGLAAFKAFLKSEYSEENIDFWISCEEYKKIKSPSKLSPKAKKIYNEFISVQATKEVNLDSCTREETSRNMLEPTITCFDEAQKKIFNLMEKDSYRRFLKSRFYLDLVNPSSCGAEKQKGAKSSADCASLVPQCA
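MLSMR compounds (23 nl, pin-transferred) preincubated 10 min at room temperature with a 500nM (2x) first reagent, then RGS4 at 900nM (2x) plus Transcreener GDP mix added; fluorescence polarization (620/688 nm) read before and after 90 min at 30 °C.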
Vif-APOBEC3F blk = blocks the Vif interaction with APOBEC3F; HeLa A3F-eYFP + Vif (tagged APOBEC3F with the HIV-1 protein that degrades it), YFP fluorescence increase; 390,000 compounds, 0.2% hits; Potency, µM (highest dose often 46.1 µM), inactives show at the top dose activity, negative = active; further: % of control where 0% means no effect; nearly all actives have a fitted effect of over 65% in size
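HeLa cells stably expressing Vif plus C-terminally eYFP-tagged A3F were seeded, incubated overnight at 37 deg C, dosed with compound, incubated overnight again at 37 deg C. Yellow fluorescence (Ex 488/Em 500-530) reported blocked Vif-mediated A3F-eYFP degradation.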
rTrxR1 inhibitor = inhibitors of rat thioredoxin reductase 1 | 390,000 compounds, 1% hits | recombinant rTrxR1, NADPH fluorescence consumption, selenite substrate | Potency, µM (titrated, usually from 114 µM), without a hit: top-dose activity change, negative = inhibition, hits mostly inhibitors | O89049 | AID 588453; further: on the % scale 0 is the no-effect control and ±100 the full control effect; nearly all actives have a fitted effect of over 65% in size
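Rat TrxR1 (90 nM in the dispensed reagent) was pre-reduced with 400 uM NADPH for 5 min at room temperature, then incubated with compound for 15 min. After 400 uM selenite was added, NADPH fluorescence (Ex 340/Em 450 nm) was followed for 8 min.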
USP1-UAF1 inh = blocks the human USP1/UAF1 deubiquitinase complex. 390,000 compounds, 0.23% hits. O94782. recombinant USP1/UAF1, Ub-Rhodamine cleavage fluorescence. Potency, µM (series often up to 57.1 µM), inactives show at the top dose activity change, negative = inhibition, actives largely listed as inhibitors; further: on the % scale 0 is the no-effect control and ±100 the full control effect; nearly all actives have a fitted effect of over 60% in size; inactives centre near -12
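High-throughput fluorogenic screen: 1nM USP1/UAF1 complex, Ub-Rho substrate 150nM final, 50mM HEPES pH 7.8 with 0.5mM EDTA, 0.1 mg/ml BSA, 1mM TCEP and 0.01% Tween-20.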
IDH1 R132H inh = human IDH1 R132H inhibition | O75874 | IDH1-R132H enzyme, NADPH consumption, diaphorase/resazurin fluorescence | Potency, µM (doses to about 76.6 µM), for inactives: top-dose activity change, negative = inhibition, hits mostly inhibitors | 390,000 compounds, 0.093% hits; further: on the % scale 0 is the no-effect control and ±100 the full control effect; nearly all actives have a fitted effect of over 65% in size
Target sequence (O75874 whole entry R132H, stated change not applied): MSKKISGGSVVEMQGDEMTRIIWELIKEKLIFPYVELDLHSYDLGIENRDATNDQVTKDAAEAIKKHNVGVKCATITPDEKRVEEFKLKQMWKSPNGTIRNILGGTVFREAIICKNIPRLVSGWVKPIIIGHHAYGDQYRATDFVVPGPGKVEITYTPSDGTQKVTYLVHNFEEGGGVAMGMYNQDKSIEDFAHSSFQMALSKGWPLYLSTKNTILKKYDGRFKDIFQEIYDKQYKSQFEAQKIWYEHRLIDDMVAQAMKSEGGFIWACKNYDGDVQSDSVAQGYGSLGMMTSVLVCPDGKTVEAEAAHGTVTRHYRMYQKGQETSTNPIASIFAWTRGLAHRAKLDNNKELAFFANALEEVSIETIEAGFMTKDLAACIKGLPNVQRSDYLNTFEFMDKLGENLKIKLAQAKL
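IDH1-R132H (0.5 ug/mL) preincubated 30 min with compound, then NADPH (0.016 mM) and alpha-KG (2 mM) added; 80 min at RT, pH 7.5. Remaining NADPH coupled via diaphorase/resazurin to fluorescence (540/590 nm); concentration-response curves normalized to no-enzyme control.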
Vif-APOBEC3G blk = inhibitors of Vif-APOBEC3G interaction | Q9HC16 | HeLa A3G-eYFP + Vif (tagged APOBEC3G with the HIV-1 protein that degrades it), YFP fluorescence, overnight | Potency, µM (highest dose often 46.1 µM), for inactives: top-dose activity, negative = active, hits mostly inhibitors | 410,000 compounds, 0.076% hits | AID 602310;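 further: on the % scale 0 is the no-effect control and ±100 the full control effect; nearly all actives have a fitted effect of over 60% in size; hits raise eYFP signal because A3G escapes Vif-driven loss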
Target sequence (Q9HC16 whole entry, looked up): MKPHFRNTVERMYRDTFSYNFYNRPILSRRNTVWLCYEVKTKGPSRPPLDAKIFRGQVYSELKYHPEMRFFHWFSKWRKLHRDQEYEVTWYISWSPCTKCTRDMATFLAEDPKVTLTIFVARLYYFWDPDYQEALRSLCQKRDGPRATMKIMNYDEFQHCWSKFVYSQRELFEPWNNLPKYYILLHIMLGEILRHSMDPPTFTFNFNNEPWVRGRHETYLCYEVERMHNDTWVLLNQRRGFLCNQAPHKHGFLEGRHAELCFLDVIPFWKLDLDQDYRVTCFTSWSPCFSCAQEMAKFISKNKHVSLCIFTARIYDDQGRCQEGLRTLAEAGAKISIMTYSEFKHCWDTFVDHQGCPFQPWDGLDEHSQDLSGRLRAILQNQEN
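HeLa cells stably expressing Vif and C-terminally eYFP-tagged A3G, seeded overnight at 37 deg C, then exposed to compound by pintool overnight at 37 deg C. Rise in yellow fluorescence (Ex 488/Em 500-530, Acumen) marks blocked Vif-driven A3G degradation.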
The depositor's hits bear a star; ? = inconclusive; / = no result given; [ ] = another dose, or the depositor's remark. The call rests on the fitted dose curve; in most records, active means well fitted curve in the direction sought with a large enough effect; inconclusive means small, poorly fitted or top-dose-only effect, or another doubt; inactive means no such curve, though single readings can be large; an effect the other way counts as inactive or inconclusive. Potency means the concentration at half of the fitted maximal effect.

SMILES	TrxR1 substrate	RXFP1 ag	ALOX12 inh	RGS4 inh	Vif-APOBEC3F blk	rTrxR1 inhibitor	USP1-UAF1 inh	IDH1 R132H inh	Vif-APOBEC3G blk
CCOC(=O)C1=C(C)Nc2ccccc2N=C1NC(=O)C1CCN(C(=O)c2ccccc2C)CC1	-2%	/	-11%	-9%	2%	-3%	-26%	3%	1%
CCOC(=O)/C(C(=O)Nc1ccccc1Br)=C1/NC(C)(C)Cc2ccccc21	-7%	0.7%	10%	13%	3%	-6%	-23%	7%	1%
Cc1cc(OC(C)C(=O)N2C[C@H]3C[C@@H](C2)c2cccc(=O)n2C3)c2c(C)c(C)c(=O)oc2c1 (stereo not given in full)	35%	-3.2%	-2%	-16%	-7%	0%	11%	0%	3%
COc1ccccc1NC(=O)Cn1c(=O)sc2ccccc21	10%[57.1 µM]	-1.2%	346%[activator]	56%[activator]	-9%	17%[57.1 µM]	-3%	-2%	0%
CCCOc1nc2ccccc2cc1/C=C/C(=O)O	43%[activator]	3.9%	-12%	-25%	?	12%	-26%	20%	-11%
C=CCSc1nnc(C)c(/C=C/Nc2ccc(Cl)cc2)n1	-3%[57.1 µM]	3.3%	?	?	25µM*	5%[57.1 µM]	?	-3%	?
COc1ccc(-c2cc3ccccc3n2CC(O)CN2CCC(C)CC2)cc1 (stereo not given)	10%[57.1 µM]	2.8%	?	-14%	-16%	18%[57.1 µM]	-5%	4%	0%
Cc1cccc(C)c1NC(=O)CC(NCc1ccco1)C(=O)O (stereo not given)	6%	1.7%	17%	-3%	-10%	-5%[57.1 µM]	-5%	4%	0%
C[N+](C)(C)C[C@H](O)CC(=O)O	2%	/	1%	0%	-3%	16%	-21%	-5%	0%
CC1=NN2C(=N)/C(=C\c3ccc(SCc4ccccc4)o3)C(=O)N=C2S1	-3%[57.1 µM]	-0.7%	40µM*	-20%	?	11%[57.1 µM]	-2%	8%	?

Reformatted with each value named: part of the list above
> Cc1cccc(C)c1NC(=O)CC(NCc1ccco1)C(=O)O (stereo not given)
  TrxR1 substrate = 6% | RXFP1 ag = 1.7% | ALOX12 inh = 17% | RGS4 inh = -3% | Vif-APOBEC3F blk = -10% | rTrxR1 inhibitor = -5%[57.1 µM] | USP1-UAF1 inh = -5% | IDH1 R132H inh = 4% | Vif-APOBEC3G blk = 0%

> COc1ccc(-c2cc3ccccc3n2CC(O)CN2CCC(C)CC2)cc1 (stereo not given)
  TrxR1 substrate = 10%[57.1 µM] | RXFP1 ag = 2.8% | ALOX12 inh = ? | RGS4 inh = -14% | Vif-APOBEC3F blk = -16% | rTrxR1 inhibitor = 18%[57.1 µM] | USP1-UAF1 inh = -5% | IDH1 R132H inh = 4% | Vif-APOBEC3G blk = 0%

(listing goes on)
SMILES	TrxR1 substrate	RXFP1 ag	ALOX12 inh	RGS4 inh	Vif-APOBEC3F blk	rTrxR1 inhibitor	USP1-UAF1 inh	IDH1 R132H inh	Vif-APOBEC3G blk
CCCn1c(C(C)Nc2nc(-c3ccc(Cl)c([N+](=O)[O-])c3)cs2)nc2cc(Cl)c(N3CCCCC3)cc21 (stereo not given)	8%[57.1 µM]	1.1%	/	-11%	0%	8%[57.1 µM]	-11%	-5%	-2%
COC(=O)c1c(NC(=O)C2CCCCC2C(=O)O)sc2c1CCCCC2 (stereo not given)	-5%	12%	?	10%	-7%	12%[57.1 µM]	-8%	-7%	0%
O=c1cc(N2CCc3ccccc3C2)[nH]c(=O)n1-c1ccc(Cl)cc1	4%	-0.8%	-27%	-18%	5%	-3%	-11%	-1%	-6%
CCc1nnc(NC(=O)CCNC(=O)c2ccco2)s1	7%	-2.5%	8%	20%	3%	17%	-7%	3%	-1%
Cc1cccc(C)c1NC(=O)CC(NCCc1ccccc1)C(=O)O (stereo not given)	-3%	0.3%	-14%	-1%	3%	13%	-13%	8%	0%
Cc1ccccc1-n1c(-c2csc(C)c2C)n[nH]c1=S	-5%	-0.4%	?	-22%	-16%	?	3%	0%	2%
Cn1c(=O)c2c(nc(CN3CCN(c4ccccc4)CC3)n2CCN2CCOCC2)n(C)c1=O	5%	7.2%	-14%	1%	-4%	21%	-6%	6%	3%
N/C(=N/OS(=O)(=O)c1ccc([N+](=O)[O-])cc1)c1ccncc1	2%	-1.5%	-18%	-19%	1%	7%	-12%	7%	-2%
Cc1ccc2c(CC(=O)N3CCN(c4ccccc4)CC3)coc2c1	1%[57.1 µM]	2.7%	?	-8%	-12%	8%[57.1 µM]	-18%	-3%	0%
ClCCCc1cn(C[C@H]2CC[C@@H]([C@@H]3CC[C@H](Cn4cc(CCCCl)nn4)O3)O2)nn1	-7%	-2.2%	7%	5%	0%	-8%	13%	7%	-3%
O/N=C\c1cnc(N2CCN(c3ccccc3)CC2)s1	0%	0.3%	52%[activator]	-2%	-28%	13%	-23%	-3%	-10%
CCOC(=O)c1cnc(SSc2ncc(C(=O)OCC)c(N)n2)nc1N	-16%	-0.2%	?	-103%	?	?	4%	8%	3%
COC(=O)CN1C(=O)[C@@H]2[C@H](C1=O)[C@@H]1CC(C(=O)OC)=C[C@@H](C(=O)OC)C3C1=C(C(=O)[C@]3(C)NC(=O)c1ccccc1)[C@@H]2C (stereo not given in full)	-5%	/	/	-4%	/	-4%	/	/	5%
O=C(COC(=O)c1ccccn1)Nc1cccc(Cl)c1	-10%	1.8%	-6%	13%	-7%	-9%	1%	17%	-1%
c1ccc(-[n+]2nc(Nc3cccc4ccccc34)sc2-c2c3ccccc3cc3ccccc23)cc1	-17%	-2.0%	/	-28%	-8%	-17%	-26%	3%[38.3 µM]	-5%
Oc1ccc(Br)cc1/C=N/N1CCN(Cc2ccccc2)CC1	-7%	-1.6%	0%	-25%	-3%	19%[57.1 µM]	-9%	-5%	1%
CC(=O)Nc1ccc(S(=O)(=O)NCCC(=O)N2CCc3ccccc32)cc1	7%[57.1 µM]	-0.9%	-11%	13%	-2%	9%[57.1 µM]	-3%	7%	-3%
Cn1cc(CNCC2CCCO2)c(-c2ccc(Oc3ccccc3)cc2)n1 (stereo not given)	9%	-1.5%	1%	-22%	-9%	-10%	-19%	0%	5%
COc1ccc(Cl)cc1NC(=O)CSc1nc(NS(=O)(=O)c2ccc(C)cc2)cc(=O)[nH]1	-2%	-1.6%	0%	8%	-19%	5%[57.1 µM]	4%	-3%	0%
COc1cc(C2Nc3ccc4ncccc4c3C3=C2C(=O)CC(C)(C)C3)cc(OC)c1O (stereo not given)	0%	5.3%	-7%	-7%	-1%	9%	-9%	-23%	-1%

An excerpt of these results, with bars between the fields:
mol | TrxR1 substrate | RXFP1 ag | ALOX12 inh | RGS4 inh | Vif-APOBEC3F blk | rTrxR1 inhibitor | USP1-UAF1 inh | IDH1 R132H inh | Vif-APOBEC3G blk
O=c1cc(N2CCc3ccccc3C2)[nH]c(=O)n1-c1ccc(Cl)cc1 | 4% | -0.8% | -27% | -18% | 5% | -3% | -11% | -1% | -6%
CCc1nnc(NC(=O)CCNC(=O)c2ccco2)s1 | 7% | -2.5% | 8% | 20% | 3% | 17% | -7% | 3% | -1%

More entries follow:
SMILES	TrxR1 substrate	RXFP1 ag	ALOX12 inh	RGS4 inh	Vif-APOBEC3F blk	rTrxR1 inhibitor	USP1-UAF1 inh	IDH1 R132H inh	Vif-APOBEC3G blk
N#C/C(=C/c1ccc(N2CCOCC2)o1)c1ccc(Br)cc1	-17%	0.8%	5.6µM*	?	/	11µM*	107%[activator]	7%	?
O=C(Nc1cccc(NC(=O)C2CC2)n1)C1CC1	2%	-2.3%	-2%	-12%	-7%	3%	-14%	3%	-2%
CC(=O)Nc1nc2ccccc2n1Cc1ccc(C)cc1	-7%	1.3%	5%	10%	-7%	-4%	1%	6%	-1%
Cc1cccc(C2CC3(CC(C)(C)NC(=S)N3)Oc3cc(O)ccc32)c1 (stereo not given)	-5%[57.1 µM]	1.6%	40µM*	-30%	-2%	-3%[57.1 µM]	-7%	0%	1%
O=C(O)CC/C(=C\c1ccc(Cl)c([N+](=O)[O-])c1)c1nc2ccccc2s1	-15%	-0.8%	-20%	-5%	-10%	-14%	-12%	10%	0%
CC(C)(C)OC(=O)N(CCc1ccccc1)Cc1ccccc1OCc1cccc(NC(=O)/C=C/c2ccccc2)c1	6%	/	0%	-7%	1%	13%	-21%	7%	-1%
CCc1ccc(Nc2n[n+](-c3ccccc3)c(-c3ccc(C(=O)O)cc3)s2)cc1	4%	1.4%	?	-30%	-2%	3%	-26%	-2%	-14%
CC(C)CNC(=O)CN1C(=O)NC2(CCc3ccccc32)C1=O (stereo not given)	-3%	0.7%	1%	15%	?	9%	1%	-8%	2%
Cc1ccc(NC(=O)CCc2ccc(S(=O)(=O)N3CCOCC3)cc2)c(O)c1	3%	/	-19%	-15%	0%	12%	-15%	-1%	-2%
O=C(NCCc1ccccc1)c1cccc(S(=O)(=O)N2CCCCC2)c1	-6%	-3.9%	0%	17%	4%	5%	-5%	3%	0%
CC(OC(=O)C1CCN(S(=O)(=O)c2ccccc2)CC1)C(=O)Nc1ncc(Cl)cc1Cl (stereo not given)	2%	-0.3%	0%	-7%[56.9 µM]	1%	16%	-25%	3%	0%

Bioassay records (PubChem)

Not all compounds are listed; count on the stated rates, not on these rows.
